Bioassay records from PubChem.
ABHD5-PLIN5 inh – ABHD5-PLIN5 interaction inhibitors, primary screen, cell lysate, split luciferase complementation, luminescence; Perilipin-5 (Homo sapiens) + 1-acylglycerol-3-phosphate O-acyltransferase ABHD5 (Homo …; Split G. princeps luciferase complementation, 4 h; inhibition, % at 4 µM; 360,000 tested, 0.78% active; AID 602281, 2012;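 active = inhibition above the mean inhibition across every tested compound plus 3 SD, cut at about 22% in these data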;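 note: 0% = DMSO only wells and the 100% control is not disclosed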
NCOA3 inh – SRC3 coactivator transcriptional activity inhibitors, primary screen, cell-based, luminescence | Nuclear receptor coactivator 3 (Homo sapiens), Q9Y6Q9 | HEK293 GAL4-SRC3 luciferase reporter | inhibition, % at 3.6 µM | 360,000 tested, 0.17% active | AID 588352, 2011;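 active = inhibition above a per-campaign cutoff, the mean of all compounds plus 3 SD, cut at about 60% in these data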;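 note: 0% = DMSO-treated cells and 100% = gossypol-treated cells at 36 µM; higher means less SRC3-driven luciferase light from the GAL4 reporter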
TLR9-MyD88 inh – inhibitors of TLR9-MyD88 association in cells, primary screen, cell-based, CHO, BLA complementation, fluorescence | Toll-like receptor 9 (Homo sapiens) + Myeloid differentiation primary response protein … | CCF4 FRET ratio | inhibition, % at 4.98 µM | 340,000 tested, 0.21% active;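 active = inhibition above the mean over all tested compounds plus 3 SD, cut at about 21% in these data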;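 note: 0% = DMSO only wells and 100% = clavulanate BLA inhibitor control wells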
COUP-TFII inh – NR2F2 transcriptional activity inhibitors, primary screen, cell-based, luciferase reporter, HEK293T, luminescence; COUP transcription factor 2 (Homo sapiens), P24468; HEK293T NGFI-A luciferase reporter; 370,000 tested, 0.7% active; inhibition, % at 8.6 µM; AID 686940, 2013;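 active = inhibition above a per-plate cutoff, mean inhibition of test wells between control levels plus 3 SD, cut at about 38% in these data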;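 note: cells cotransfected with COUP-TFII expression vector driving the NGFI-A reporter; 0% = median of COUP-TF2 test wells and 100% = reporter-only cells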
TROY NFkB inh – inhibitors of TROY-driven NF-kB signaling, primary screen, Q293 LMP1-TROYcd cells, NF-kB luciferase, uHTS; Q293 LMP1-TROYcd NF-kB luciferase reporter, 4 h; inhibition, % at 10 µM; 360,000 tested, 0.98% active; AID 1347056, 2019;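 active = compounds whose plate-normalised and pattern-corrected inhibition of the luciferase reporter signal at the single screening dose is 50% or more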
NCOA1 inh – SRC1 coactivator transcriptional activity inhibitors, primary screen, cell-based, luminescence. Nuclear receptor coactivator 1 (Homo sapiens), Q15788. HEK293 GAL4-SRC1 luciferase reporter. inhibition, % at 3.6 µM. 360,000 tested, 0.12% active;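 active = inhibition above the campaign mean plus 3 SD, with each screening campaign given its own cutoff, cut at about 60% in these data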;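 note: 0% = DMSO treated cells and 100% = gossypol at 36 µM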
Target sequence (Q15788 whole entry, looked up, the tested form may be a part): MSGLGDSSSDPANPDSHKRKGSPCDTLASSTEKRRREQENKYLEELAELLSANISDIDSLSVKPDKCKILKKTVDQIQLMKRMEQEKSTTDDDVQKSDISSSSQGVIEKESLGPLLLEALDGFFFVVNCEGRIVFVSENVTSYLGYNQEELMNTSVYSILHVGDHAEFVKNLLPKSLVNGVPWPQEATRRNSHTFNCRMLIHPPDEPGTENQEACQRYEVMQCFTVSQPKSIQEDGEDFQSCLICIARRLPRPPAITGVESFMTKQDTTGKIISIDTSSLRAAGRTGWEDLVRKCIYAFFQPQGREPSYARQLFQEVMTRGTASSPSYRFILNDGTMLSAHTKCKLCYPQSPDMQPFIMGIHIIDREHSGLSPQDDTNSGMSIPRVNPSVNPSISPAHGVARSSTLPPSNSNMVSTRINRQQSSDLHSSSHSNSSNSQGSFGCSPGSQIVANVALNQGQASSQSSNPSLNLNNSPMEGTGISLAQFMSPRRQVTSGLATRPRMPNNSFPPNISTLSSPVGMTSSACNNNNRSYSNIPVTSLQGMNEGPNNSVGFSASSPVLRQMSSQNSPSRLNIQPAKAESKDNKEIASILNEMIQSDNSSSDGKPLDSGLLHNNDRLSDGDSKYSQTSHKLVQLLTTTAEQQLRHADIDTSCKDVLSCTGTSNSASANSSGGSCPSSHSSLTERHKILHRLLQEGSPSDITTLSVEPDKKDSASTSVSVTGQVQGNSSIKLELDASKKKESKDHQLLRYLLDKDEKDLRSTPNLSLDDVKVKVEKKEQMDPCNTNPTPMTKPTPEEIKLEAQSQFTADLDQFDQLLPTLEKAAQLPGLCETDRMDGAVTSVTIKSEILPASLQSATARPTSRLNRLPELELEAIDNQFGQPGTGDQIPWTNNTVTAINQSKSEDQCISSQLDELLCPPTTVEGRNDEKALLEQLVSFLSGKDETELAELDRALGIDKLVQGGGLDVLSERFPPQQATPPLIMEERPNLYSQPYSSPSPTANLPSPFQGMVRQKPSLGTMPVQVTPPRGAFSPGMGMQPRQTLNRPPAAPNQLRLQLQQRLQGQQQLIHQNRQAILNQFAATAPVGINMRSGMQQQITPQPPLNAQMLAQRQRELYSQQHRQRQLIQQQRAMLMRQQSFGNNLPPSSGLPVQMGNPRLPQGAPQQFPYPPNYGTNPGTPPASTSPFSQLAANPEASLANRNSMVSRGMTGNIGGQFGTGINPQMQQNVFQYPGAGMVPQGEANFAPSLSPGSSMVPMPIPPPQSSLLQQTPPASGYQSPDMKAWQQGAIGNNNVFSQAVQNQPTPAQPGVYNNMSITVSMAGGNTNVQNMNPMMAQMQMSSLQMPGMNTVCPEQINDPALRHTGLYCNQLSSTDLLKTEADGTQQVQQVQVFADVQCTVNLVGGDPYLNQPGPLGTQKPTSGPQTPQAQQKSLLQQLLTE
NOD2 RIPK2 PPI – NOD2-RIPK2 binding disruptors in cells, primary screen, fluorescence, CHO cells, BLA complementation; Receptor-interacting serine/threonine-protein kinase 2 (Homo sapiens), O43353; CCF4 ratio; inhibition, % at 4.98 µM; 360,000 tested, 0.38% active; AID 624267, 2012; in the data active = inhibition above about 21%;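 note: 0% = vehicle only and 100% = reference blocker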
SRC2 inh – inhibition of GAL4-SRC2 driven luciferase reporter, primary screen, SRC2 inhibitor project, cell-based, luminescence. inhibition, % at 9 µM. 370,000 tested, 0.17% active. AID 651957, 2012. HEK293 GAL4-SRC2 luciferase reporter. Nuclear receptor coactivator 2 (Homo sapiens), Q15596;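 active = inhibition above the mean inhibition of all tested compounds plus 3 SD, set per campaign, cut at about 52% in these data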;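 note: 0% = DMSO treated cells and 100% = cells given Gossypol at 36 µM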
TWEAK Fn14 block – inhibitors of TWEAK-Fn14 signaling, primary screen, luciferase reporter cells, uHTS; TWEAK-stimulated Fn14 reporter cells, luciferase luminescence, 8 h; inhibition, % at 10 µM; 360,000 tested, 2% active; in the data active = inhibition above about 50%
LRH-1 inv ag – LRH-1 (NR5A2) inverse agonists, primary screen, cell-based, luminescence, HEK293T, StAR-luciferase reporter. Nuclear receptor subfamily 5 group A member 2 (Homo sapiens), O00482. inhibition, % at 3.6 µM. LRH-1 transfected, 24 h. 360,000 tested, 0.13% active;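 active = inhibition above the mean inhibition of all tested compounds plus 3 SD, cut at about 73% in these data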;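 note: 0% = DMSO wells and 100% = reporter-only cells lacking LRH-1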
Exocytosis inh – LAMP-1 surface exposure blockers, TALL-104 cells – cell-based, flow cytometry, MLPCN library, primary screen. TALL-104 LAMP-1 surface exposure; cells stimulated with thapsigargin and PMA. inhibition, % at 10 µM. 360,000 tested, 0.66% active. AID 651702, 2012;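 active = inhibition above about 55%, limit read from the data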
An asterisk follows results filed as active; · = not tested or not shown.

SMILES	ABHD5-PLIN5 inh	NCOA3 inh	TLR9-MyD88 inh	COUP-TFII inh	TROY NFkB inh	NCOA1 inh	NOD2 RIPK2 PPI	SRC2 inh	TWEAK Fn14 block	LRH-1 inv ag	Exocytosis inh
O=C(COC(=O)c1ccc2c(c1)OCCO2)NCc1ccccc1Cl	-7	-12	-14	0	-6	2	-5	-10	3	-9	3
COc1cccc2c(C)cc(N3CCCCCC3)nc12	1	-13	2	-5	2	8	10	3	-6	-1	-4
C/C(=N\NC(=O)c1nnn(-c2nonc2N)c1-c1cccs1)c1cccnc1	-7	8	9	-26	0	14	12	0	-2	-23	1
COC(=O)C1=CN(CC2CCCO2)C=C(C(=O)OC)C1c1cc(OC)c(OC)c(OC)c1 (stereo unspecified)	-3	-6	-13	-17	7	-18	-8	-10	-7	2	11
O=C(COc1ccccc1)NC(=S)Nc1cccc2cc(O)ccc12	-2	-3	-4	-16	-1	4	1	3	-18	16	18
COc1ccc(N2C(C)=CS/C2=C(/C#N)c2nnc(N3CCOCC3)n2-c2ccccc2)cc1	5	11	-10	-1	-14	7	-4	-1	-2	4	-2
CC(C)N1CCC(N2CCN(C3CCCCCC3)CC2CCO)CC1 (stereo unspecified)	5	9	1	-4	-6	-4	-7	-11	15	-10	-1
Cc1cccc(NS(=O)(=O)c2nnc(NC(=O)c3cccc(C)c3)s2)c1	0	-10	6	-7	6	1	-4	-12	4	-12	0
CC(=O)Oc1ccc2oc(=O)c3c(c2c1)CCCN3C(=O)CN1CCN(c2ncccn2)CC1	2	-6	6	-9	4	4	-10	-33	7	49	0
COc1ccc(Cl)cc1NC(=S)NCc1cccnc1	10	12	-2	17	3	-5	-8	-30	-8	11	-5
O=C(NN=C(Cc1ccccc1)Cc1ccccc1)c1ccc(F)cc1	-13	-28	2	-13	-34	-26	-4	-44	-14	-62	0
CCOc1cc(CNCc2ccccc2)ccc1OCc1ccc(Cl)cc1	7	6	3	28	14	-9	0	32	-8	-4	90*
C=CCN(Cc1nc(-c2ccccc2)no1)C(=O)c1ccco1	-6	13	3	6	-21	-16	4	-37	12	-18	-3
O=C(Nc1ccc2sccc2c1)c1ccc(Cl)s1	-10	-75	0	-33	-35	-145	3	-92	-2	-168	-1
O=C(C1CCN(S(=O)(=O)c2ccc(-n3cnnn3)cc2)CC1)N1CCCCC1	0	5	4	-2	-14	-2	-4	8	-2	14	2
CCOC(=O)c1cc2occc2n1CC(=O)NCCOC	-6	17	8	16	·	-13	-6	-7	15	0	-7
CC12CCC(=O)N1c1ccccc1C(=O)N2c1ccccc1 (stereo unspecified)	-9	9	-5	20	-1	5	-7	0	2	-15	-3
Cc1cccc(-c2nsc(SCC(=O)N3CCCC3)n2)c1	1	-75	-6	-51	-43	-87	0	-60	15	-132	0
CCOC(=O)N1CCN(Cc2nc3c(c(=O)n(C)c(=O)n3C)n2Cc2ccc(F)cc2)CC1	2	5	2	12	1	11	13	-55	-4	-13	-4
O=C(c1ccc(Cl)c([N+](=O)[O-])c1)N(Cc1ccccc1)C1CCS(=O)(=O)C1 (stereo unspecified)	1	21	-5	3	3	-4	-7	8	10	0	-6
Cc1cccc(NC(=O)CN2C(=O)c3ccccc3S2(=O)=O)n1	-2	5	-4	-8	-24	-16	-3	-6	8	-5	-2
O=C(OCC(=O)N1CCN(C(=O)c2ccco2)CC1)c1cc(=O)c2ccccc2o1	-4	12	4	1	4	0	4	-32	-14	1	-1
Cc1ccc(S(=O)(=O)NNC(=O)C(=O)NNS(=O)(=O)c2ccc(C)cc2)cc1	1	15	-6	6	-17	-3	12	-14	3	-13	2
CC(=O)Nc1ccc(S(=O)(=O)N(C)Cc2ccccc2)cc1	-1	-3	6	4	-4	-14	1	-23	14	6	-1
O=C1c2ccccc2N2C(=O)c3ccccc3C2N1Cc1ccccc1 (stereo unspecified)	2	8	0	-8	-21	4	13	26	6	10	-5
CC1=C(C(=O)N2CCCCCC2)CC(CC(=O)NCc2cccc3ccccc23)C(=O)N1CCC1=CCCCC1 (stereo unspecified)	16	·	·	4	11	·	12	-5	-21	12	58*
Cc1ccc(CS(=O)Cc2ccc(C(=O)NC3CCC(C)CC3)o2)cc1 (stereo unspecified)	0	14	-8	6	0	-12	2	8	-2	2	-1
COc1ccc(OCCC(=O)OCC(=O)NCCC2=CCCCC2)cc1	-8	7	-2	10	-3	-5	4	10	-9	22	-2
Cc1ccc2cccc(OCC(=O)Nc3ccc4c(c3)OCO4)c2n1	3	13	6	14	2	-15	-14	-3	-2	1	23
C/C(=N\NC(=O)c1nnn(-c2nonc2N)c1CSc1ccc(C)cc1)c1ccco1	-4	2	-4	-29	17	-24	0	-10	-22	-2	1
O=S(=O)(c1cccs1)N1CCc2ccccc2C1	2	20	0	5	-14	13	5	-30	-3	-7	-1
CCn1c(SCC(=O)Nc2cccc(O)c2)nc2c1c(=O)n(C)c(=O)n2C	-3	3	-8	-4	-11	24	-5	-23	-11	9	-15
O=C(C1=C(O)C(=O)N(CC2CCCO2)C1c1ccccc1Cl)c1ccco1 (stereo unspecified)	-2	-21	-5	8	2	-6	-1	-23	8	-5	-4
CSCCC(NC(=O)c1cccc(C)c1)C(=O)Nc1sccc1C(N)=O (stereo unspecified)	-6	12	6	-14	-32	-22	1	-31	6	0	2
CCn1c(SCC(=O)Nc2cccc(C)c2)nc2ccccc2c1=O	-5	10	5	-6	12	9	-2	-11	27	8	-2
Cc1ccc(C2C(C#N)=C(N)SC(N)=C2C#N)c(C)c1	6	-5	-1	·	22	8	-5	·	21	-12	3
O=S(=O)(c1cccs1)N1CCN(c2ccnc3cc(Cl)ccc23)CC1	7	25	·	6	37	13	1	-17	18	28	12
CC1(C)CC(N2CCN(CCO)CC2)=CC(=S)N1	-22	14	-7	-1	7	-1	-11	-26	12	-24	-5
CCN(C(=O)CSc1nnnn1-c1ccc(OC)cc1)C1CCS(=O)(=O)C1 (stereo unspecified)	7	-1	-2	-8	-6	0	2	-2	-13	-3	-3
COc1cccc(C2Nc3ccccc3C(=O)N2O)c1O (stereo unspecified)	-4	-23	5	-20	-45	-37	8	-18	-7	-67	-3
CC(C)(C)NC(=O)/C=C/c1cccs1	-4	-4	1	-5	23	-38	1	-19	9	-6	-8
CCOc1nc(C)cc(C)c1S(=O)(=O)c1ccc(Cl)cc1	-3	7	8	4	6	-11	-7	-20	11	-4	1
CCN1C[C@@H]2[C@@H]3C(=O)N(Cc4ccccc4)C(=O)[C@@H]3[C@](Cc3ccccc3)(C1=O)N2C(=O)c1ccccc1	-9	-7	-7	10	7	-12	1	-14	8	-42	-2
O=[N+]([O-])c1ccc(Cl)cc1N1CCCC1	-5	12	11	-20	-34	-4	0	3	11	-1	-7
O=C(Nc1ccc(N2CCCCC2)cc1)c1ccc([N+](=O)[O-])o1	-14	-86	-5	-62	24	-136	5	-13	45	-21	-5
Cc1cc(C(=O)Nc2ccc(Cl)cc2)c2ccccc2n1	1	-7	8	15	-4	4	-9	26	1	5	-4
CCOC(=O)c1c[nH]n2c(=S)ncnc12	-8	-4	-10	-14	-9	-20	-2	-15	-17	-6	-5
Cc1ccc(S(=O)(=O)CCC(=O)OCCOc2ccc(Br)cc2)cc1	7	-7	6	-3	9	3	1	0	17	-12	4
COc1nccnc1NS(=O)(=O)c1ccc(NC(=S)NC(=O)/C=C/c2ccc(F)cc2)cc1	6	0	6	-32	-2	-10	2	12	12	-18	1
COc1cc(CCC(=O)Nc2ccc(C)c(S(=O)(=O)N3CCCCCC3)c2)cc(OC)c1OC	6	13	12	54*	34	0	-9	29	51*	28	-2

A draw from above in order of count of non-hydrogen atoms, largest number first:
SMILES	ABHD5-PLIN5 inh	NCOA3 inh	TLR9-MyD88 inh	COUP-TFII inh	TROY NFkB inh	NCOA1 inh	NOD2 RIPK2 PPI	SRC2 inh	TWEAK Fn14 block	LRH-1 inv ag	Exocytosis inh
CCN1C[C@@H]2[C@@H]3C(=O)N(Cc4ccccc4)C(=O)[C@@H]3[C@](Cc3ccccc3)(C1=O)N2C(=O)c1ccccc1	-9	-7	-7	10	7	-12	1	-14	8	-42	-2
CC(=O)Oc1ccc2oc(=O)c3c(c2c1)CCCN3C(=O)CN1CCN(c2ncccn2)CC1	2	-6	6	-9	4	4	-10	-33	7	49	0
COc1nccnc1NS(=O)(=O)c1ccc(NC(=S)NC(=O)/C=C/c2ccc(F)cc2)cc1	6	0	6	-32	-2	-10	2	12	12	-18	1
Cc1ccc(S(=O)(=O)NNC(=O)C(=O)NNS(=O)(=O)c2ccc(C)cc2)cc1	1	15	-6	6	-17	-3	12	-14	3	-13	2
O=C(C1=C(O)C(=O)N(CC2CCCO2)C1c1ccccc1Cl)c1ccco1 (stereo unspecified)	-2	-21	-5	8	2	-6	-1	-23	8	-5	-4
O=C(NN=C(Cc1ccccc1)Cc1ccccc1)c1ccc(F)cc1	-13	-28	2	-13	-34	-26	-4	-44	-14	-62	0
O=S(=O)(c1cccs1)N1CCN(c2ccnc3cc(Cl)ccc23)CC1	7	25	·	6	37	13	1	-17	18	28	12
COc1cccc(C2Nc3ccccc3C(=O)N2O)c1O (stereo unspecified)	-4	-23	5	-20	-45	-37	8	-18	-7	-67	-3
COc1ccc(Cl)cc1NC(=S)NCc1cccnc1	10	12	-2	17	3	-5	-8	-30	-8	11	-5
CC(C)(C)NC(=O)/C=C/c1cccs1	-4	-4	1	-5	23	-38	1	-19	9	-6	-8

Some of the compounds tested, so the mix of outcomes need not match the whole.
